Source: PubChem BioAssay (several laboratories)
Wnt bcat act = Wnt/beta-catenin pathway activation | Wnt/beta-catenin reporter cell assay, activator, plate reader | activation, % at 9.35 µM | 300,000 compounds, 1.2% hits; in the data active = activation above about 30%, passing the limit was not always enough;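 also: 0% = neutral control wells and 100% = positive control wells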
RTF Ca sens act = increases calcium sensitivity of human cardiac regulated thin filaments. activation, % at 7.2 µM. IANBD-labeled TnC RTF fluorescence at EC20 calcium; 0% EC20 calcium, 100% full calcium. 340,000 compounds, 0.24% hits;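 active = activation above the mean over all tested compounds plus 3 SD, cut at about 30% in these data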;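 also: rise in fluorescence read as greater calcium sensitivity of cardiac thin filaments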
Rtt109 Vps75 = blocks Candida albicans Rtt109/Vps75 acetyltransferase activity. AID 540336. purified Rtt109/Vps75, ThioGlo CoA-SH fluorescence, 4 h. inhibition, % at 34.9 µM. 330,000 compounds, 0.16% hits. Q5AAJ8;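 active = inhibition of at least 50% in every replicate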
Target sequence (Q5AAJ8 whole entry, looked up): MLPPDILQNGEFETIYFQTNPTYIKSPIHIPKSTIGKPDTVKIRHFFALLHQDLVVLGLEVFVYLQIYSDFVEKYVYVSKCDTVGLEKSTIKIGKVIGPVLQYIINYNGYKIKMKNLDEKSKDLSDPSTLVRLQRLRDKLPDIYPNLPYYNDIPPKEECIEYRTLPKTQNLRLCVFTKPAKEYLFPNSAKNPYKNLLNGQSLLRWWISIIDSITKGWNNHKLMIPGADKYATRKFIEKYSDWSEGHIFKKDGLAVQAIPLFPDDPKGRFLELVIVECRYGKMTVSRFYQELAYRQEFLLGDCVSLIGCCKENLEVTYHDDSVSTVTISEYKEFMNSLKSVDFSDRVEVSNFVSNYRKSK
PvdQ inh = blocks Pseudomonas aeruginosa PvdQ acylase activity. purified PvdQ acylase, fluorescence plate reader. inhibition, % at 10 µM. 340,000 compounds, 0.063% hits; in the data active = inhibition above about 30%, passing the limit was not always enough;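 also: 0% = vehicle neutral wells and 100% = reference inhibitor wells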
dFosB act = enhances mouse delta FosB homodimer DNA binding; purified delta FosB, TAMRA-CDK5 oligo fluorescence polarization; percent of positive-control signal above neutral wells; activation, % at 25 µM; 340,000 compounds, 0.99% hits; AID 493131;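 active = mean activation above about 17%, with every replicate also reaching it, limit read from the data, passing the limit was not always enough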;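 also: fluorescence polarization rise as delta FosB binds a TAMRA Cdk5 AP-1 oligo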
Target sequence (P13346 whole entry, looked up): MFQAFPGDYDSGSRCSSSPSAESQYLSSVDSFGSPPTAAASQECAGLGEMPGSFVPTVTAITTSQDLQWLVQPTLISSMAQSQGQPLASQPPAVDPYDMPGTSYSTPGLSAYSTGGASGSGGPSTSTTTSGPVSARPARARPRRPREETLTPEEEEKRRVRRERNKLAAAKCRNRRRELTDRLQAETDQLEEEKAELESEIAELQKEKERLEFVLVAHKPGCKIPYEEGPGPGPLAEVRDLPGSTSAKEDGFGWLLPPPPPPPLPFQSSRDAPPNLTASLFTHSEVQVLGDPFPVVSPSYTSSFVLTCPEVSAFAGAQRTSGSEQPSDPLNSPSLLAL
SR-BI DiI inh = blocks mouse SR-BI lipid uptake from DiI-HDL; Q61009; ldlA[mSR-BI] CHO cells, DiI-HDL uptake fluorescence, 3 h; inhibition, % at 12.5 µM; 320,000 compounds, 0.96% hits;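 active = mean replicate inhibition of at least 70% and a set share of replicates each scoring 70 or more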;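 also: 0% = median of neutral control wells and 100% = median of positive control wells; values of inactives mirror those of a sister screen read the other way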
CDK5 p35 inh = blocks human CDK5/p35 kinase activity; inhibition, % at 10 µM; Q00535+Q15078; Recombinant CDK5/p35, ADP-Glo luminescence, 60 min; 330,000 compounds, 0.01% hits;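 active = highest replicate inhibition of at least 50% and at least 75% of replicates reaching 50%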;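 also: plate controls were DMSO neutral control for no effect and GW8510 at 10 µM for full effect; many of its hits are not listed in these tables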
HTR5A ag ctr = HTR5A agonism, opioid heterodimer counter-screen; HTR5A agonist assay, luminescence, cell-based; activation, % at 9.3 µM; 340,000 compounds, 0.61% hits; in the data active = activation mostly above about 9.5%, no sharp cut-off; inactive = mostly below about 7.6%;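 also: 0% = cells with vehicle only and 100% = reference agonist; strong numbers were not always called active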
Target sequence (P47898 whole entry, looked up): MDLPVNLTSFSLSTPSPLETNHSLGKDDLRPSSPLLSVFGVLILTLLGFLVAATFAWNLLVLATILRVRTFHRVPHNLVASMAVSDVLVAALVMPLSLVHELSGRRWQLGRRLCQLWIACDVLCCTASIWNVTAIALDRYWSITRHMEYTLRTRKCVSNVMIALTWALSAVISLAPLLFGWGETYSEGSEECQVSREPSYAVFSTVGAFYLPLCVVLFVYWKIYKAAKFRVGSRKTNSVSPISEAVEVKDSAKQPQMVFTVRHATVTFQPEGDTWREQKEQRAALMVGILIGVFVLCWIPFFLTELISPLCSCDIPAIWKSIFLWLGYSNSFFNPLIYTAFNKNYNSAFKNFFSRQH
SR-BI DiI-HDL act = activators of SR-BI mediated HDL lipid uptake | activation, % at 12.5 µM | AID 504775 | CHO ldlA[mSR-BI] cells, DiI-HDL uptake fluorescence, 3 h; 100 = double the neutral-control signal | 320,000 compounds, 0.096% hits;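 active = mean replicate activation of at least 60% and every replicate at or above 60%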;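 also: 0% = median plate neutral-control signal and 100% = twice that signal; values of inactives mirror those of a sister screen read the other way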
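system = CHO ldlA[mSR-BI] cells, LDL receptor-null, SR-BI overexpressing | medium = Ham's F12 with 0.5% BSA, HEPES 25 mM, pH 7.4 | probe or stimulus = DiI-HDL 10 µg/mL | compound dosing = single-point compound dose | incubation = compound exposure 3 h, 37 °C | technique = DiI fluorescence, bottom read | read-out = cell-associated DiI fluorescence as measure of HDL uptake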
MITF act = activators of MITF-driven TRPM1 promoter activity in SK-MEL-5 cells | SK-MEL-5 TRPM1-promoter luciferase, 24 h; % of positive control, neutral wells = 0 | activation, % at 12.5 µM | 300,000 compounds, 0.75% hits;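 active = mean activation of at least 80% with every replicate also reaching 80%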;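 also: 0% = neutral control wells and 100% = parthenolide positive control wells; values of inactives mirror those of a sister screen read the other way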
An asterisk follows results filed as active; / = not tested or not shown.

1	N#Cc1ccccc1OCCCNC1CCCC1
2	N=C1/C(=C/c2ccc(OC(=O)c3ccco3)cc2)C(=O)N=C2SC=CN12
3	CC(NC(=O)CN1C(=O)NC2(CCCCCC2)C1=O)c1ccccc1Cl (stereo not drawn)
4	CC(=O)N(C)c1ccc(C(O)(C(F)(F)F)C(F)(F)F)cc1
5	S=C(NCc1ccncc1)Nc1cc(Cl)cc(Cl)c1
6	COc1c(C)oc2cc(O)ccc2c1=O
7	c1cncc(-c2nc(NCC3CCCO3)c3ccccc3n2)c1 (stereo not drawn)
8	O=C(Cn1cncn1)c1ccc(F)cc1F
assay / entry,1,2,3,4,5,6,7,8
Wnt bcat act,-1,-1,3,0,-3,-3,/,/
RTF Ca sens act,2,0,3,16,-7,3,-3,8
Rtt109 Vps75,5,0,5,-9,-4,8,14,-1
PvdQ inh,-12,-12,1,-22,5,5,5,-9
dFosB act,0,2,-2,4,1,6,-25,1
SR-BI DiI inh,-16,-9,-5,4,16,22,25,-13
CDK5 p35 inh,-4.8,-0.9,0.5,1.0,-3.2,-0.6,1.7,1.7
HTR5A ag ctr,1,-4,-3,2,8,1,15,7
SR-BI DiI-HDL act,16,9,5,-4,-16,-22,-25,13
MITF act,-9,20,-4,1,6,-4,0,5

9	COc1ccc(N2CC(C)Cn3c2nc2c3c(=O)n(Cc3ccc(F)cc3)c(=O)n2C)c(OC)c1 (stereo not drawn)
10	Cc1sc(NC(=O)CSc2nnc(N)s2)c(C#N)c1C
11	Cc1nn(CCc2nc(-c3ccco3)cs2)c2[nH]c(=O)cc(C(F)(F)F)c12
12	CN(CC(=O)Nc1cccc(F)c1)C(=O)c1cn2ccccc2n1
13	O=C(Nc1ccc(N2CCOCC2)cc1)c1cccc(S(=O)(=O)N2CCOCC2)c1
14	O=C(O)c1cccc2c1C(=O)c1ccc(N3CCCCC3)cc1S2(=O)=O
15	Cc1ccc2oc(C(=O)N(Cc3nccn3C)C(C)C)c(C)c2c1
16	O=C1Nc2ccc([N+](=O)[O-])cc2OC1CCN1CCN(Cc2ccccc2)CC1 (stereo not drawn)
assay / entry,9,10,11,12,13,14,15,16
Wnt bcat act,-3,4,-2,-6,0,2,-1,1
RTF Ca sens act,1,-5,2,1,-8,5,3,-2
Rtt109 Vps75,-1,-17,/,2,5,4,-5,-5
PvdQ inh,5,-8,1,-3,-1,5,-16,5
dFosB act,0,-7,-6,6,-8,-3,2,0
SR-BI DiI inh,5,-12,-24,-6,66,-15,2,67
CDK5 p35 inh,-0.4,1.2,-1.8,1.2,0.7,-1.9,-1.8,0.4
HTR5A ag ctr,-4,-4,-4,14,0,0,-2,1
SR-BI DiI-HDL act,-5,12,24,6,-66,15,-2,-67
MITF act,/,-1,-1,-5,5,-5,-5,1

17	O=C1CC(N2CCSCC2)C(=O)N1c1cccc(Br)c1 (stereo not drawn)
18	CCOC(=O)CNC(=O)N1CCCC(CNS(=O)(=O)Cc2ccccc2)C1 (stereo not drawn)
19	CCOc1ccccc1NC(=O)C(c1ccccc1)N1CCN(C(=O)c2ccco2)CC1 (stereo not drawn)
20	CS(=O)(=O)NCCNc1ccc(C(F)(F)F)cc1[N+](=O)[O-]
21	CCCCOc1ccc(S(=O)(=O)N2CCN(c3ccc(N4CCN(CC)CC4)nn3)CC2)cc1
22	O=C(CN(Cc1ccc(F)cc1)C(=O)CCC(=O)Nc1nccs1)NCc1ccc(F)cc1
23	CCc1ccc(C(=O)COC(=O)[C@@H](NC(N)=O)[C@@H](C)CC)cc1
24	COc1ccc(CNC(=O)CN2C(=O)NC3(CCCc4sccc43)C2=O)cc1OC (stereo not drawn)
assay / entry,17,18,19,20,21,22,23,24
Wnt bcat act,-1,-2,-2,-1,-7,-1,-1,0
RTF Ca sens act,-2,1,-1,5,-9,5,-1,-4
Rtt109 Vps75,7,2,1,-3,-6,-5,1,2
PvdQ inh,-6,9,-7,-6,-9,-9,12,-5
dFosB act,4,-4,-16,-9,5,-4,-3,-5
SR-BI DiI inh,-23,-18,-3,-22,1,-2,10,5
CDK5 p35 inh,1.9,0.0,-7.2,-0.4,-0.8,2.5,1.4,-1.2
HTR5A ag ctr,1,1,3,-5,10,-2,1,-4
SR-BI DiI-HDL act,23,18,3,21,-1,2,-10,-5
MITF act,-3,2,-7,0,-10,0,43,-4

25	CCNC(=O)NC(=O)C(C)OC(=O)c1cc(S(=O)(=O)N2CCCCCC2)ccc1OC (stereo not drawn)
26	CCN=C1S/C(=C\c2cn(C(C)=O)nc2-c2ccccc2)C(=O)N1CC
27	O=C(COc1cccc(-n2cnnn2)c1)Nc1ccc([N+](=O)[O-])cc1
28	N#CC1(NC(=O)COC(=O)c2cc([N+](=O)[O-])ccc2N2CCCC2)CCCCC1
29	COc1cc(-c2nc3ccccc3c(=O)n2N)cc(OC)c1OC
30	Cc1ccc(-c2nnc(N3CCN(C(=O)COc4cccc(C)c4)CC3)c3ccccc23)cc1
31	CSc1ncccc1C(=O)Nc1ccc(S(=O)(=O)NC2=NCCCCC2)cc1
32	CCCONC(=O)Nc1ccccc1[N+](=O)[O-]
assay / entry,25,26,27,28,29,30,31,32
Wnt bcat act,-1,-4,0,0,0,-3,-1,/
RTF Ca sens act,0,3,-12,-2,-3,0,2,3
Rtt109 Vps75,-3,/,4,-9,-4,1,-13,3
PvdQ inh,5,-6,-6,-6,-19,-13,-6,-8
dFosB act,-9,-29,-1,-6,-2,-5,-11,1
SR-BI DiI inh,43,-1,/,48,-2,64,-20,-4
CDK5 p35 inh,-2.0,-1.6,0.1,0.5,1.0,-0.3,1.8,0.8
HTR5A ag ctr,7,5,1,0,4,-2,2,-2
SR-BI DiI-HDL act,-43,1,/,-48,2,-64,20,4
MITF act,-1,/,1,3,1,-14,14,5

Single entries from the results shown:
Reading for no. 29 under RTF Ca sens act: -3
Reading for no. 32 under Rtt109 Vps75: 3
Reading for no. 27 under PvdQ inh: -6
Reading for no. 28 under PvdQ inh: -6
Reading for no. 31 under SR-BI DiI inh: -20

Additional records
33	O=C(CSc1cccc[n+]1[O-])Nc1c(Br)cc([N+](=O)[O-])cc1Br
34	COC(=O)c1c(C)[nH]c(C(=O)OCC(=O)c2c(N)n(CC(C)C)c(=O)n(C)c2=O)c1C
35	CCCSC1=N/C(=C/c2ccsc2)C(=O)N1c1ccccc1
36	CCCOc1cccc(C(=O)Nc2ccc3c(c2)OCCO3)c1
37	Cn1c(N)c(C(=O)COc2ccc(C#N)cc2)c(=O)n(C)c1=O
38	CCN(CC)C(=O)c1nc[nH]c1C(=O)N1CCN(C(=O)OC(C)(C)C)CC1
39	N#CCCN1CCN(S(=O)(=O)c2ccc(S(=O)(=O)NCc3ccccc3)cc2)CC1
40	COc1cccc(C(=O)NNC(=O)c2ccc(NS(=O)(=O)c3cccs3)cc2)c1OC
assay / entry,33,34,35,36,37,38,39,40
Wnt bcat act,-1,0,/,19,-1,1,0,-1
RTF Ca sens act,5,-3,-6,-1,-4,-9,9,-4
Rtt109 Vps75,7,-3,-2,4,-4,2,-8,24
PvdQ inh,4,-9,-5,-17,-11,8,-10,6
dFosB act,-2,-16,1,-8,4,4,1,-1
SR-BI DiI inh,7,47,-14,-4,1,-8,12,6
CDK5 p35 inh,1.1,-1.8,/,1.4,-1.2,0.4,0.1,0.5
HTR5A ag ctr,4,2,3,-4,2,-1,-3,-2
SR-BI DiI-HDL act,-7,-47,14,4,-1,8,-12,-6
MITF act,-6,7,8,36,13,-1,10,6

Nos. 37 through 40 of the list above:
37	Cn1c(N)c(C(=O)COc2ccc(C#N)cc2)c(=O)n(C)c1=O
38	CCN(CC)C(=O)c1nc[nH]c1C(=O)N1CCN(C(=O)OC(C)(C)C)CC1
39	N#CCCN1CCN(S(=O)(=O)c2ccc(S(=O)(=O)NCc3ccccc3)cc2)CC1
40	COc1cccc(C(=O)NNC(=O)c2ccc(NS(=O)(=O)c3cccs3)cc2)c1OC
assay / entry,37,38,39,40
Wnt bcat act,-1,1,0,-1
RTF Ca sens act,-4,-9,9,-4
Rtt109 Vps75,-4,2,-8,24
PvdQ inh,-11,8,-10,6
dFosB act,4,4,1,-1
SR-BI DiI inh,1,-8,12,6
CDK5 p35 inh,-1.2,0.4,0.1,0.5
HTR5A ag ctr,2,-1,-3,-2
SR-BI DiI-HDL act,-1,8,-12,-6
MITF act,13,-1,10,6

Further results follow.
41	CC1CCCCC12NC(=O)N(CC(=O)NCc1ccco1)C2=O (stereo not drawn)
42	CCC(Oc1ccccc1)C(=O)NCCOC (stereo not drawn)
43	CN1CCN(C(=O)c2ccc3c(c2)N(C)C(=O)/C(=C/c2cccc(Cl)c2)S3)CC1
44	COc1ccccc1CNC(=O)COC(=O)c1cc([N+](=O)[O-])ccc1N1CCOCC1
45	O=C(O)C1=C[C@@H](C2CCCCC2)C[C@@H](OCCCCO)O1
46	O=C(Nc1ccccc1Oc1ccccc1)C1CC1
47	CC1(C)Cc2cccc(OCC(=O)NCc3ccccc3)c2O1
48	CCCc1nc(SCC(=O)NNC(=O)C2CCCCC2)c2ccccc2n1
assay / entry,41,42,43,44,45,46,47,48
Wnt bcat act,-2,1,-1,-1,4,1,-1,/
RTF Ca sens act,-4,-5,1,-3,5,7,2,2
Rtt109 Vps75,1,-4,-6,-4,14,-2,-17,-8
PvdQ inh,-16,-3,-7,-8,-6,-14,-8,-17
dFosB act,4,0,-3,-9,-6,4,-4,-1
SR-BI DiI inh,-11,-26,1,19,-17,1,3,-14
CDK5 p35 inh,0.8,1.4,-2.7,-1.4,-4.1,1.4,/,1.1
HTR5A ag ctr,10,-2,5,5,2,5,1,2
SR-BI DiI-HDL act,11,26,-1,-19,17,-1,-3,14
MITF act,-2,5,9,2,10,2,2,-21

49	COc1ccc(-n2c(C)c(C)c3c(NCCO)ncnc32)cc1
50	CCCCOc1ccccc1C1NC(=O)NC(C)=C1C(=O)OCc1ccco1 (stereo not drawn)
51	Cc1ccnc(Nc2nc(-c3ccc(O)cc3O)cs2)c1
52	CC(C)(C)C(=O)NC(=S)Nc1ccccc1N1CCCC1
53	O=C(CSc1nc(NS(=O)(=O)c2ccccc2)cc(=O)[nH]1)Nc1ccc(Cl)cc1
54	Clc1ccc(OCc2nc(-c3ccncc3)no2)c(Cl)c1
55	CC(C)Cc1nc2sc3c(SCC(N)=O)ncnc3c2c2c1CCC2
56	CCOc1cc(/C=C2\C(=N)N3N=CSC3=NC2=O)ccc1OS(=O)(=O)c1ccccc1
assay / entry,49,50,51,52,53,54,55,56
Wnt bcat act,/,-2,16,-3,1,/,11,1
RTF Ca sens act,-2,4,1,-3,7,0,2,0
Rtt109 Vps75,-6,/,-1,/,0,7,9,28
PvdQ inh,0,-8,-9,-11,-15,-19,-10,0
dFosB act,3,4,-3,-14,-5,-11,-6,-10
SR-BI DiI inh,-1,29,83*,-3,-6,-15,18,-27
CDK5 p35 inh,-0.2,2.5,2.4,0.5,-9.3,1.4,-3.6,4.8
HTR5A ag ctr,2,-6,0,1,1,0,0,2
SR-BI DiI-HDL act,1,-29,-83,3,6,15,-18,27
MITF act,3,-1,/,0,-13,41,/,-8
